RAD52 inh: RAD52 (human) annealing inhibition. P43351. recombinant RAD52 DNA annealing, FRET fluorescence. inhibition, % at 18.7 µM. AID 651710. 360,000 compounds, 0.46% hits;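 active means every replicate showing at least 50% inhibition; inconclusive means mean inhibition at least 50% but not in every replicate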
EWS-Fli block: inhibitors of EWS/Fli oncoprotein transcriptional activity; A673 NR0B1-luciferase reporter, viability-normalised; 350,000 compounds, 0.67% hits; inhibition, % at 12.6 µM;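 active means mean inhibition of at least 50% after viability correction, with every replicate also passing that limit; inconclusive means mean reaches 50% but only one of two replicates passes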;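 further: firefly luciferase signal divided by Alamar Blue viability fluorescence both relative to DMSO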
Xi reactivation: activators of X-chromosome reactivation in mouse fibroblasts. 360,000 compounds, 0.055% hits. activation, % at 7.58 µM. XiGFP mouse fibroblasts, % GFP-positive cells imaging, 3 d; cells co-treated with 5-aza-dC sensitizer; scaled so ellipticine positive control = 100%;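 active means mean normalized replicate activation at least 10% and every replicate at or above 10%; inconclusive means only one of the two criteria met; inactive means mean below 10% and not all replicates reach 10%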;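 further: 0% = median of on-plate neutral control wells and 100% = ellipticine 6 µM median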
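Material: XiGFP fibroblasts, SV40-immortalized. Buffer or medium: DMEM plus 5-aza-dC sensitizer. Compound: single concentration per compound, delivered by pin transfer. Times: 3 days compound exposure. Controls: ellipticine 6 µM.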
FN deposition inh: fibronectin deposition inhibition | 350,000 compounds, 0.086% hits | inhibition, % at 12.6 µM | AH1F fibroblasts, Alexa488-fibronectin deposition fluorescence, overnight;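 active means mean inhibition across replicates of 30% or more, regardless of how many single replicates reach that level; inconclusive means mean under 30% yet at least half of replicates reach 30%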;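 further: positive control wells lacked labelled fibronectin entirely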
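Test system: AH1F fibroblast monolayer depositing Alexa488-labelled fibronectin into matrix. Input: 10000 cells per well. Technique: fluorescence, ex 485 nm, em 525 nm. Buffer or medium: DMEM plus 2% serum, read in PBS. Timing: 1 h cell adhesion before compound, then overnight fibronectin incubation. Compound: single dose, pinned. Read-out basis: inhibition from reduced deposited-fibronectin fluorescence.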
E-sel inducer: induces E-selectin expression in human endothelial cells. P16581. HUVEC E-selectin immunofluorescence imaging; normalized: neutral wells 0, TNF-alpha wells 100. activation, % at 7.58 µM. 260,000 compounds, 0.37% hits. AID 686992;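 active means mean E-selectin-positive cell signal at least 10% of the positive control, reached in at least 60% of replicates, without over 20% cell loss; inconclusive means no rule given, readout overlaps actives, possibly toxicity-flagged; inactive means the rest, including those meeting only one limit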;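 further: in these data hits start at about 27%; measured in HUVEC primary endothelial cells; signal is the percent of cells scored E-selectin positive by PE staining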
Target sequence (P16581 whole entry, looked up): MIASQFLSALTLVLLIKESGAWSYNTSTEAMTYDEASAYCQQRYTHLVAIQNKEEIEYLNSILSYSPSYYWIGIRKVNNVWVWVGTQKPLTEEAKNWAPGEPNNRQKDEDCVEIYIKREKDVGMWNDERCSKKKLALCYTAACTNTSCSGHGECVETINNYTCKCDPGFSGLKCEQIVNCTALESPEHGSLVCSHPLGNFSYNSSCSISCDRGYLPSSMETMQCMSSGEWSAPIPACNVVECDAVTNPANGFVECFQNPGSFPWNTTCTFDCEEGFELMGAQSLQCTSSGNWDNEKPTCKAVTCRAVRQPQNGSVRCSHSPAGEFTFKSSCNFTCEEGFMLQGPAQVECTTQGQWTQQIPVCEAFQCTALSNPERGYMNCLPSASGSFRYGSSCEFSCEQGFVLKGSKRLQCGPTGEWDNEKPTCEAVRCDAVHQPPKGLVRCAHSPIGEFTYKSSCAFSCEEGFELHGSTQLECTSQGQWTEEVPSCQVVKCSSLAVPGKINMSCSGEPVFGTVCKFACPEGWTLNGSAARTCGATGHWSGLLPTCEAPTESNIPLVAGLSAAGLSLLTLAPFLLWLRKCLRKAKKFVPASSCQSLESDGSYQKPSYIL
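Test system: HUVEC | Signal: Immunofluorescence imaging | Read-out: Percent E-selectin-positive cells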
esBAF inh: inhibitors of esBAF chromatin remodeling in mouse ES cells | reporter increase, % at 12.5 µM | 350,000 compounds, 2% hits | Bmi1-luciferase knock-in reporter, 24 h; 100% = twice the neutral-well signal; in the data active means activation above about 40%; inconclusive means no clear call, values can overlap the other calls;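 further: 0% = median of the plate's neutral control wells and 100% = double that signal; a rise in the Bmi1 reporter signal indicates esBAF inhibition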
RAD54 inh: inhibitors of human RAD54 branch migration | inhibition, % at 10.4 µM | RAD54 Holliday junction branch migration, FAM/BHQ fluorescence | 360,000 compounds, 0.14% hits;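 active means mean normalized replicate activity at least 40 and at least half of replicates scoring 40 or more; inconclusive means only one of the two criteria met; inactive means mean below 40 and under half of replicates reaching 40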;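 further: 0% = median of neutral control wells and 100% = median of positive control wells; inhibitors cause a drop in the FAM fluorescence signal; in these data hits start at about 50%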
S100A4 MyoIIA: S100A4-myosin IIA interaction inhibition; inhibition, % at 10.7 µM; 360,000 compounds, 0.14% hits; AID 652163; S100A4/TAMRA-MyoIIA peptide fluorescence polarization; P26447;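 active means mean inhibition of at least 70% across replicates, with every replicate also reaching that level; inconclusive means mean inhibition reaches 70% but some replicates fall short; inactive means mean inhibition below 70%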
Target sequence (P26447 whole entry, looked up): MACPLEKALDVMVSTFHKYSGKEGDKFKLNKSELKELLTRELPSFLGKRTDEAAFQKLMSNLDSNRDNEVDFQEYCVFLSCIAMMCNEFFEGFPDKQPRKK
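Test system – S100A4 monomer (human) · Compound – single-point compound testing · Schedule – 5 min incubation before reading · Probe or stimulus – TAMRA-labelled myosin IIA heavy-chain peptide probe, 5 nM · Benchmarks – neutral control DMSO, positive control TFP · Medium – Calcium-containing HEPES buffer, pH 7.2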
Starred values were filed as active, the others as inactive; ? = inconclusive; . = no result given; & = joins results of further samples.

molecule	RAD52 inh	Xi reactivation	FN deposition inh	RAD54 inh	EWS-Fli block	esBAF inh	E-sel inducer	S100A4 MyoIIA
CCS(=O)(=O)N1CC2(CN(C(=O)CN3CCOCC3)[C@@H](CO)c3c2c2ccc(OC)cc2n3C)C1	13	0.2	.	.	-12	.	-0.1	3
COc1ccc(NC(=O)Cn2c(C)csc2=O)c(OC)c1	-16	-0.1	4	6	6	-5	.	12
C[C@H]1CN([C@@H](C)CO)S(=O)(=O)c2ccc(C3=CCCC3)cc2O[C@H]1CN(C)C(=O)C1CCC1	-15	-0.1	.	-4	1	4	-0.3	-46
Cc1ccc([N+](=O)[O-])c(OCCN2CCNCC2)c1	-5	0.0	-13	.	-2	.	.	10
COc1cccc(S(=O)(=O)N2CC3(CN(C(=O)Nc4cccc(F)c4)[C@@H](CO)c4[nH]c5cc(OC)ccc5c43)C2)c1	-6	0.2	.	.	11	.	0.0	3
COC(=O)C1=C(C)N(Cc2ccc(Cl)cc2)C(=S)NC1c1ccc(Br)cc1 (configuration not stated)	-3	0.1	2	.	5	.	0.5	-4
COc1c2ccoc2nc2c(OC)cccc12	-6	.	9	22&27	-21	3&7	.	-11
CCOC(=O)C1=NNC(C(=O)c2ccccc2)C1c1ccc(C)cc1 (configuration not stated)	-19	0.2	-9	.	-4	14	5.1	2

Some values from the entries so far:
`COc1cccc(S(=O)(=O)N2CC3(CN(C(=O)Nc4cccc(F)c4)[C@@H](CO)c4[nH]c5cc(OC)ccc5c43)C2)c1` in RAD52 inh: -6
`CCS(=O)(=O)N1CC2(CN(C(=O)CN3CCOCC3)[C@@H](CO)c3c2c2ccc(OC)cc2n3C)C1` in Xi reactivation: 0.2
`Cc1ccc([N+](=O)[O-])c(OCCN2CCNCC2)c1` in EWS-Fli block: -2
`COc1c2ccoc2nc2c(OC)cccc12` in RAD54 inh: 22&27

(more compounds)
molecule	RAD52 inh	Xi reactivation	FN deposition inh	RAD54 inh	EWS-Fli block	esBAF inh	E-sel inducer	S100A4 MyoIIA
CCCS(=O)(=O)c1nc(C)cc(C)c1S(C)(=O)=O	-9	0.0	-14	.	1	-8	.	4
CCC(=O)N1CC[C@@H]2[C@H](CO)Nc3ccc(C#Cc4cccc(OC)c4)cc3[C@@H]21	.	0.1	2	-7	-11	0	1.3	.
COc1ccc(CN(C)C[C@H]2Oc3ccc(NC(=O)NC(C)C)cc3C(=O)N([C@H](C)CO)C[C@H]2C)cc1	-2	-0.3	.	5	.	-4	-4.8	7
Cc1ccc2c(c1)NC(=O)C(CC(=O)NCc1cccnc1)O2 (configuration not stated)	-10	0.3	-7	10	-1	-2	-0.1	0
COc1cccc(NC(=O)Nc2nnc(N3C(C)CCCC3C)s2)c1 (configuration not stated)	-16	.	10	-6	-45	17	1.6	-1
CC(C)(C)OC(=O)C[C@@H]1C/C=C\C[C@H](CC(=O)N[C@H](CO)Cc2ccccc2)C(=O)N[C@H](C(C)(C)C)COC1=O	-12	-0.1	0	-8	2	-3	-0.3	4
O=[N+]([O-])c1cc(C(F)(F)F)ccc1Sc1ccc2ccccc2n1	3	.	.	-5	3	-3	.	12
COc1ccc(S(=O)(=O)Nc2ccc3c(c2)C(=O)N([C@@H](C)CO)C[C@@H](C)[C@@H](CN(C)S(=O)(=O)c2ccccc2)OCCCC[C@H](C)O3)cc1	5	0.3	.	.	2	.	-0.1	6

Ordered by value in S100A4 MyoIIA (high to low): some entries from above.
SMILES	S100A4 MyoIIA
O=[N+]([O-])c1cc(C(F)(F)F)ccc1Sc1ccc2ccccc2n1	12
COc1ccc(CN(C)C[C@H]2Oc3ccc(NC(=O)NC(C)C)cc3C(=O)N([C@H](C)CO)C[C@H]2C)cc1	7
CCCS(=O)(=O)c1nc(C)cc(C)c1S(C)(=O)=O	4

Further results follow:
molecule	RAD52 inh	Xi reactivation	FN deposition inh	RAD54 inh	EWS-Fli block	esBAF inh	E-sel inducer	S100A4 MyoIIA
COC(=O)Cc1cc(=O)oc2cc(O)ccc12	-16	0.0	-9	1	-11	-3	.	-4
C/C(=N\NC(=O)c1cccc([N+](=O)[O-])c1)c1cccc(NC(=O)C2CC2)c1	-11	-0.1	-4	.	-11	.	.	4
O=C(CSc1nc2ccccc2s1)NCc1cc([N+](=O)[O-])ccc1O	-7	0.0	-33	-2	-6	-6	0.1	1
CN(C(=O)CSc1ccncc1)C1CCCN(Cc2ccccc2F)C1 (configuration not stated)	0	0.0	0	-7	.	-1	-0.5	-1
COc1ccc(-c2csc(NC(=O)CN3C(=O)C4CC=CCC4C3=O)n2)cc1 (configuration not stated)	-13	0.0	-1	-6	-12	10	-0.5	-9
CC(C)CC#Cc1cnc2c(c1)C(=O)N([C@@H](C)CO)C[C@H](C)[C@H](CN(C)S(=O)(=O)c1cn(C)cn1)O2	-9	-0.8	1	0	-9	2	0.7	-1
COc1ccc(CCNC(=O)COC(=O)CSc2ccc(C(N)=O)cc2[N+](=O)[O-])cc1OC	-21	0.0	2	-19	-3	-4	-2.0	1
COc1ccc(OC)c(/C=N/N(CCC#N)C2=NS(=O)(=O)c3ccccc32)c1	-3	0.0	4	-10	18	-6	-0.1	1
COCc1cc(Sc2ccc(Cl)cc2)nc(C)n1	-8	-0.1	1	.	3	.	.	1
O=[N+]([O-])c1ccc(CN2CCN(c3ccccc3)CC2)o1	-25	0.0	7	-3	18	0	1.8	-1
CCOC(=O)c1sc(=NC(=O)CCSc2ccccc2)n(C)c1C	-12	0.1	-3	.	-48	.	-0.2	-1
COc1cccc(C(=O)Nc2ccc3c(c2)C(=O)N(C)[C@H]2CC[C@H](CC(=O)NCCCN4CCOCC4)O[C@@H]2CO3)c1	7	0.2	-12	-4	2	-1	0.1	?
COc1cc(C=C(c2nc3ccccc3s2)c2nc3ccccc3s2)ccc1O	-32	0.2	-6	0	3	1	.	-10
CC(C)C[C@@H](CO)N1CCN(CCc2ccccc2)CCC1=O	-7	0.9	0	-8	-1	-8	.	-2
C[C@H](O)C#Cc1cnc2c(c1)C(=O)N([C@@H](C)CO)C[C@@H](C)[C@H](CN(C)C(=O)c1ccccc1)O2	-1	-1.2	4	4	-4	3	0.5	6
CC(=O)N1CCc2cc(S(=O)(=O)NC(C)c3ccccc3)ccc21 (configuration not stated)	-9	0.0	-4	-10	2	.	.	5
COCC(=O)Nc1ccc2c(c1)OC[C@@H](C)N(CC1CC1)C[C@@H](C)[C@@H](OC)CN(C)C2=O	-4	0.6	6	0	5	3	0.3	10
CCC(C)Sc1cc(-c2nc3ccccn3c2NC2CCCCC2)ccc1OC (configuration not stated)	-107&-11	0.1&-0.1	-16&7	-5	30&10	-9	-0.1	-1&-6
O=C1CCC(=O)N(O)CCCCCNC(=O)CCC(=O)N(O)CCCCCNC(=O)CCC(=O)N(O)CCCCCN1	-18	.	.	-5	5	-2	.	2
O=C(COc1ccccc1)NCC(=O)N/N=C/c1cccs1	0	1.9	6	4	-15	2	-0.1	-4
C[C@H](O)[C@@H]1C(=O)N2CCc3c([nH]c4c(-c5ccccc5)cccc34)[C@@H]2C[C@@H]1N(C)C(=O)c1ccccc1F	-3	0.4	1	.	-4	.	0.0	-13
O=C(CSc1nc(O)c(Cc2ccccc2)c(=O)n1-c1ccccc1)N1CCOCC1	-20	.	.	9	.	3	.	-9
COc1cccc(-c2cnc3c(c2)C(=O)N([C@@H](C)CO)C[C@H](C)[C@H](CN(C)C(C)=O)O3)c1	-8	0.3	0	1	-11	4	0.4	4
O=C(CNc1ccccc1OC(F)F)N1CCc2ccccc21	-13	0.0	.	.	-162	.	.	-1
CC(=O)c1cccc(NC(=O)C(C)OC(=O)CCCN=C2NS(=O)(=O)c3ccccc32)c1 (configuration not stated)	-12	0.0	-12	.	-2	.	.	-9
Cc1ccc(-n2c(N)cc(=O)nc2SCC(=O)N2CCN(c3ccccc3)CC2)cc1C	-1	0.1	-2	0	0	-2	0.2	6
C[Si](C)(C)n1ccnc1	4	0.1	-2	-5	9	-3	0.0	-1
COCc1ccc(C(=O)NC2CCCN(Cc3ccccc3F)C2)o1 (configuration not stated)	-7	0.0	2	6	0	-4	-0.2	-4
COc1ccc(NC(=S)N2CCC(C(=O)c3ccc(OC)cc3)CC2)cc1	-15	0.0	2	-3	9	0	0.3	1
O=C(/C=C/Nc1ccc(S(=O)(=O)Nc2cnc3ccccc3n2)cc1)c1cccnc1	-127	0.4	3	1	-7	1	.	-1
CC(C)(C)/C(O)=C/c1nc2ccccc2oc1=O	-13	0.4	.	.	4	.	1.8	-7
Cc1ccsc1C(=O)NCCc1ccco1	-23	0.0	-3	4	-64	24	2.8	-2
CC(C)C#Cc1cnc2c(c1)C(=O)N([C@H](C)CO)C[C@@H](C)[C@H](CN(C)C(=O)c1ccccc1F)O2	7	-0.4	-7	-2	8	10	0.0	-1
Cc1ccc(CNC(=O)c2ccc(F)c(S(=O)(=O)N3CCOCC3)c2)cc1	-14	0.0	-2	-4	7	-1	-0.1	4
CCOC(=O)c1cc(-c2ccc(/C=C3/C(=O)N(c4ccc(C(=O)O)cc4)N=C3C)o2)ccc1Cl	-12	0.0	-9	-7	7	-7	-0.2	-2
CN[C@H]1CCc2cc(OC)c(OC)c(OC)c2-c2ccc(N(C)CC(OC)OC)c(=O)cc21	-13	0.7	1	-7	43	-46	.	1
COC(=O)CNC(=O)COC(=O)/C=C/c1cccs1	-10	-0.1	-3	-8	-10	-1	.	-1
O=C(OCc1nc2ccc(Cl)cc2n1CCO)c1ccc(O)cc1	-11	0.7	0	0	7	.	-2.8	1
COc1cc(CCN(C(=O)c2cc3ccccc3[nH]2)C(C)c2nc3ccccc3[nH]2)cc(OC)c1 (configuration not stated)	-3	0.0	10	-9	15	7	-0.1	0
COc1ccc(C(=O)Oc2c(OC)cc(C(=S)N3CCOCC3)cc2OC)cc1OC	-5	0.4	1	1	12	1	0.0	-4
CCN(CC)S(=O)(=O)c1ccc(C(=O)Nc2nnc(C(C)C)s2)cc1	-8	0.0	-5	-4	-4	3	.	-3
Cc1ccccc1-c1ccc([C@H]2[C@@H](CO)N3C(=O)CN(C(=O)c4ccc(F)cc4)C[C@@H]23)cc1	11	0.3	.	.	1	.	0.6	-3

High-throughput results as filed in PubChem BioAssay.

Hits appear at their usual frequency (roughly 3% active in at least one column).
